HP1b binding inh – HTS for Inhibitors of HP1-beta Chromodomain Interactions with Methylated Histone Tails. Chromobox protein homolog 1 (Homo sapiens), P83916. AlphaScreen HP1-beta / biotin-H3K9me3 peptide binding. AID 540317, 2011. actives 0.56% (n = 390,000). Potency, µM (series often up to 114 µM), for inactives: at the highest dose activity change, negative = inhibition, most hits filed as inhibitors; note: potency is the fitted concentration of half-maximal effect; nearly all actives have a fitted effect of over 70% in size; inactives centre near 23
Target sequence (P83916 whole entry, looked up): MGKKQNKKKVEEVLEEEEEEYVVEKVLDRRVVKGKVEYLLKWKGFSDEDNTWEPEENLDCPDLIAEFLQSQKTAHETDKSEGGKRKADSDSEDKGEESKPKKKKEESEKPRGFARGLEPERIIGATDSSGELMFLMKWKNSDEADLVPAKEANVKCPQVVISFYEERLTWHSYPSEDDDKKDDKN
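Compound inhibition of the preformed complex between 50 nM HP1-beta and 50 nM biotinylated H3K9me3 peptide was read by AlphaScreen. Buffer was PBS pH 7.4 with 0.01% Tween-20. Incubations ran 30 min at room temperature, with 10 ug/mL donor/acceptor beads.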
GLS inhibitor – qHTS for Inhibitors of Glutaminase (GLS). GLS enzymatic activity, qHTS titration. Potency, µM (series often up to 45.5 µM), for inactives: top-dose activity change, negative = inhibition, most hits filed as inhibitors. actives 0.21% (n = 410,000). Glutaminase kidney isoform, mitochondrial (Homo sapiens), O94925. AID 624170, 2012; note: potency is the fitted concentration of half-maximal effect; % is set by controls: 0 for no effect and ±100 for the full control effect
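hKGA in 45 mM KH2PO4 pH 8.2, 0.02% Tween-20 with pin-transferred compounds; 1 mM L-glutamine (stock) plus glutamate oxidase/HRP/Amplex Red coupling added. Fluorescence read initially and after 30 min at RT.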
TrxR1 substrate – qHTS Assay for Substrates of Mammalian Selenoprotein Thioredoxin Reductase 1 (TrxR1): qHTS | purified TrxR1 substrate turnover, NADPH consumption readout | AID 588456, 2011 | Thioredoxin reductase 1, cytoplasmic (Rattus norvegicus), O89049 | Potency, µM (highest dose often 114 µM), for the others: at the top dose activity change, negative = substrate turnover | actives 0.01% (n = 390,000); note: potency is the fitted concentration of half-maximal effect; % is set by controls: 0 for no effect and ±100 for the full control effect; nearly all actives have a fitted effect of over 50% in size
Target sequence (O89049 whole entry, looked up): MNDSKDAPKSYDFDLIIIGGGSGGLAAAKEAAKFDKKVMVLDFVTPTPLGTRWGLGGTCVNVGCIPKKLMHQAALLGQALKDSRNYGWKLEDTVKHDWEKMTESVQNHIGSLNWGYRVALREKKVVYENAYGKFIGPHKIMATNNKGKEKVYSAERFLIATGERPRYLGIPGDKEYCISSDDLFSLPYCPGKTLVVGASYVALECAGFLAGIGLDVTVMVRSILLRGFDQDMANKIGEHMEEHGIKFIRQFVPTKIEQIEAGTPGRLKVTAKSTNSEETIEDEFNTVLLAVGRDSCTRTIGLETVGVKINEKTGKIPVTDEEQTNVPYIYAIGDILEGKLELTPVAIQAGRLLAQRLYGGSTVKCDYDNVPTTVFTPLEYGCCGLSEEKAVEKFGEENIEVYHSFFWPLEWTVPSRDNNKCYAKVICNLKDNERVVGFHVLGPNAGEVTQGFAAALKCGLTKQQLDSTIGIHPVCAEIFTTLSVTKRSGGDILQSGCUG
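Rat TrxR1, dispensed at 90 nM, was prereduced with 400 uM NADPH (final) for 5 min at ~22 deg C, then incubated with compound 15 min before 400 uM selenite. A first-read NADPH fluorescence drop versus no-compound background flagged substrates.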
mIDH1 inhibitor – qHTS for Inhibitors of mutant isocitrate dehydrogenase 1 (IDH1): qHTS; Isocitrate dehydrogenase [NADP] cytoplasmic (Homo sapiens), O75874; IDH1-R132H enzyme, NADPH consumption, diaphorase/resazurin fluorescence; Potency, µM (highest dose often 76.6 µM), inactives show at the highest dose activity change, negative = inhibition, hits mostly inhibitors; actives 0.093% (n = 390,000); note: potency is the fitted concentration of half-maximal effect; % is set by controls: 0 for no effect and ±100 for the full control effect; nearly all actives have a fitted effect of over 65% in size
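IDH1-R132H (0.5 ug/mL dispensed) in pH 7.5 Tris buffer was preincubated 30 min with compound, then given a substrate mix of 0.016 mM NADPH and 2 mM alpha-KG for 80 min at room temperature; remaining NADPH was read by diaphorase/resazurin fluorescence.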
TrxR1 inh – qHTS Assay for Inhibitors of Mammalian Selenoprotein Thioredoxin Reductase 1 (TrxR1): qHTS. Thioredoxin reductase 1, cytoplasmic (Rattus norvegicus), O89049. recombinant rTrxR1, NADPH fluorescence consumption, selenite substrate. Potency, µM (top dose mostly 114 µM), inactives show top-dose activity change, negative = inhibition, most hits filed as inhibitors. actives 1% (n = 390,000). AID 588453, 2011; note: potency is the fitted concentration of half-maximal effect; % is set by controls: 0 for no effect and ±100 for the full control effect; nearly all actives have a fitted effect of over 65% in size
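Rat TrxR1 (90 nM in the dispensed reagent) was pre-reduced with 400 uM NADPH for 5 min at room temperature, then incubated with compound for 15 min. After 400 uM selenite was added, NADPH fluorescence (Ex 340/Em 450 nm) was followed for 8 min.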
USP1 inh – Inhibitors of USP1/UAF1: Primary Screen; recombinant USP1/UAF1, Ub-Rhodamine cleavage fluorescence; Potency, µM (highest dose often 57.1 µM), inactives show top-dose activity change, negative = inhibition, most hits filed as inhibitors; actives 0.23% (n = 390,000); AID 743255, 2014; note: potency is the fitted concentration of half-maximal effect; % is set by controls: 0 for no effect and ±100 for the full control effect; nearly all actives have a fitted effect of over 60% in size; inactives centre near -12
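High-throughput fluorogenic screen: 1nM USP1/UAF1 complex, Ub-Rho substrate 150nM final, 50mM HEPES pH 7.8 with 0.5mM EDTA, 0.1 mg/ml BSA, 1mM TCEP and 0.01% Tween-20.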
PGK inhibitor – qHTS Assay to Find Inhibitors of Phosphoglycerate Kinase; Phosphoglycerate kinase, glycosomal (Trypanosoma brucei brucei), P07378; PGK/GAPDH coupled, Kinase-Glo luminescence, 60 min; Potency, µM (series often up to 57.5 µM), for inactives: top-dose activity change, negative = inhibition, most hits filed as inhibitors; actives 0.043% (n = 380,000); AID 602233, 2012; note: potency is the fitted concentration of half-maximal effect; % is set by controls: 0 for no effect and ±100 for the full control effect; nearly all actives have a fitted effect of over 60% in size
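Recombinant glycosomal PGK reaction used 1,3-bisphosphoglycerate generated in-well by GAPDH (100nM final) in 100mM TEA pH 7.6, 5mM MgCl2, 0.01% Tween-20. After 60 minutes at room temperature, ATP was read by Kinase-Glo Plus luminescence end-point.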
Pin1 inh – qHTS Assay to Find Inhibitors of Pin1; Potency, µM (series often up to 115 µM), for inactives: at the top dose activity, negative = inhibition, most hits filed as inhibitors; Pin1 FP peptide displacement, HiFluor488, 10 min; actives 0.009% (n = 390,000); active = well fitted inhibition curve with a large enough effect in the polarisation, with a control signal flat, not every such curve was filed as active; inconclusive = small, poorly fitted or top-dose-only effect, or effect the other way, or a change in a side signal; inactive = no such curve, though single readings can be large or run the other way; the % refers to the polarisation; note: potency is the fitted concentration of half-maximal effect; % is set by controls: 0 for no effect and ±100 for the full control effect
Target sequence (Q13526 whole entry, looked up): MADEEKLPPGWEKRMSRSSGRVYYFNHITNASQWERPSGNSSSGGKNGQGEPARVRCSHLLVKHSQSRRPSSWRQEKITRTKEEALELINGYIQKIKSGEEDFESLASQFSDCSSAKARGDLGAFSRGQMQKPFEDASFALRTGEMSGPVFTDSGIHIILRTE
PI4K2A block – qHTS for small molecular inhibitors of PI4K2A. Phosphatidylinositol 4-kinase type 2-alpha (Homo sapiens), Q9BTU6. purified PI4K2A, ADP-Glo luminescence, 1 h; stronger effect = lower value. activity change, negative = inhibition, % at 76.9 µM. actives 0.13% (n = 420,000). AID 1346378, 2018; in the data active = activity change below about -50%; inconclusive = mostly about -30% to -49%;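 note: -100% = wells without enzyme as full effect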
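PI4K2A activity was measured by ADP-Glo luminescence: enzyme (4 ug/mL stock) and phosphatidylinositol (1.2 mM stock) in Tris pH 7.5/MgCl2/EGTA/Triton X-100 buffer were reacted with ATP (300 microM stock) for one hour at ambient temperature.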
Active calls of the source: *; i = inactive; u = inconclusive; x = no result given; & = joins results of further samples; [ ] = remark or other dose. Unless noted, calls come from the whole dose curve; as a rule, active = well fitted curve in the direction sought with a large enough effect; inconclusive = small, poorly fitted or top-dose-only effect, or another doubt; inactive = no such curve, though single readings can be large; an effect the other way counts as inactive or inconclusive. An excerpt; count on the stated rates, not on these rows.

Pin1 inh,TrxR1 inh,TrxR1 substrate,PGK inhibitor,GLS inhibitor,mIDH1 inhibitor,HP1b binding inh,PI4K2A block,USP1 inh,compound
1%,2%,-2%,1%,2%,-8%,14%,2,-14%,CSCC[C@H](NC(=O)[C@@H]1Cc2ccccc2CN1)C(=O)NC[C@H]1CC[C@H](C(=O)O)CC1
1%,18%&-5%,4%&0%,3%,-1%,6%,14%,5,-8%,CC(C)(C)n1nc(-c2ccc(Cl)cc2)c2c(N)ncnc21
1%&3%,10%&3%,7%&-5%,5%&3%,7%&2%,-5%&10%,30%&21%,8&-6,-10%&-19%,CC(=O)N1CCc2cc(S(=O)(=O)CCC(=O)NCc3ccc(Cl)cc3)ccc21
34%[activator],20%,-5%,-2%,-6%,8%,26%,2,-16%,COc1cccc(NC(=O)Nc2cc(C)ccc2OC)c1
0%,-1%,-3%,i,0%,3%,38%,0,-7%,CCOC(=O)c1ccc(N=Cc2nc3ccccc3n2C)cc1
1%,-3%[57.1 µM],3%[57.1 µM],i,2%,1%,4%,0,-12%,O=C1C2CC=CCC2C(=O)N1c1nc2n(n1)C(c1ccccc1)CC(c1ccccc1)N2 (configuration not stated)
35%[activator],7%,-2%,-8%,-2%,-4%,26%,-2,-21%,O=C(CSc1nncn2c1cc1sccc12)Nc1ccc(Br)cc1F
-2%,-2%,-3%,-7%,-4%,9%,28%,6,-5%,Cc1nonc1NC(=O)CSc1nnc(-c2ccoc2C)n1C
-3%,6%,-4%,x,12%,-3%,u,0,-10%,CCOc1cc(/C=N\n2nnnc2N)ccc1O
7%,-10%,-12%,-9%,8%,4%,7%,4,-3%,COc1ccc(C(=O)/C=C/c2ccc(OC)c(Cn3nnc4ccccc43)c2)cc1
-6%,6%[57.1 µM],5%[57.1 µM],-2%,7%,-1%,27%,6,-9%,Cc1ccccc1-n1c(SCc2ccccn2)nc2n[nH]c(C)c2c1=N
-12%,12%[57.1 µM],8%[57.1 µM],-4%,-4%,2%,-4%,-1,-17%,O=C(COC(=O)c1cc(-c2ccccc2)nc2ccccc12)NCC1CCCO1 (configuration not stated)
0%,15%,16%,-12%,6%,15%,8%,-4,0%,CC1=C(C(=O)Nc2ccccc2C)C(c2cccs2)NC(=S)N1 (configuration not stated)
0%,5%,6%,7%,-3%,0%,35%,3,-23%,Cc1ccc(CSc2nc3ccncc3n2Cc2nc(-c3ccc(Cl)cc3)oc2C)cc1
x,x,x,2%,-3%,-3%,x,2,-11%,O=C(NCCCn1ccnc1)c1sc2cc([N+](=O)[O-])ccc2c1Cl
-3%,-12%,-3%,2%,8%,2%,u,1,3%,Cc1ccc(OCCCCN2CCCCC2)c(Br)c1
8%,2%,10%[57.1 µM],1%,-4%,-4%,10%,3,u,COc1ccc(C(=O)/C=C/c2ccc(OC)c(COc3ccc(F)cc3)c2)cc1
-4%,19%,3%,i,2%,4%,16%,3,-6%,COc1cc(COCC(O)CN2CCCCC2C)cc(OC)c1OC (configuration not stated)
1%,u,-6%,x,x,x,31%,x,x,C/C=C1\COC(C(=O)NCCN2CCOCC2)(C(F)(F)F)C=C1C=C1CCCCC1 (configuration not stated)
-1%,23%,8%,-6%[11.5 µM],4%,3%,11%,1,-23%,CCC(CC)C(=O)Nc1cccc(C(=O)N2CCCC2)c1
0%,-15%,9%,i,-11%,2%,31%,0,-14%,COc1ccc(C(=O)N2CCCCCC2)cc1OC1CCN(C(C)C)CC1
-11%,15%,4%,i,-14%,13%,-7%,0,-22%,COc1ccccc1NC(=O)CSc1nnc(-c2ccoc2C)n1C
24%,71%[activator],91%[activator],3%,-3%,-13%,25%,3,-8%,CCN(CC)c1cc2c(cc1F)c(=O)c(S(=O)(=O)c1ccc(OC)cc1)cn2Cc1ccccc1
u,-21%,-5%,i,-3%,10%,32%,2,u,COC(=O)c1[nH]c2ccc(Br)cc2c1NC(=O)CN1CCCc2ccccc21
8%,4%,5%,0%,13%,-12%,-20%,4,3%,Cc1ccc2c(c1)c(C)c(C)n2CC(O)CN1CCCCC1C (configuration not stated)
1%,9%,-3%,-9%,-2%,-8%,-37%,1,-18%,O=[N+]([O-])c1ccc(O)c(C(C#Cc2ccccc2)N2CCOCC2)c1 (configuration not stated)
-5%,u,2%,5%,4%,0%,21%,2,-2%,COc1ccc2c(c1)c(C(=O)CN1CCN(C(=O)c3ccco3)CC1)c(C)n2C
11%,5%[57.1 µM],10%[57.1 µM],u,6%,13%,30%,-66*,-16%,O=C(c1ccc(-c2nc3ccccc3s2)s1)N1CCOCC1
-2%,8%,-3%,-2%,4%,-3%,38%[activator],0,-13%,CC(C)NC(=S)N1CCC(Cc2ccccc2)CC1
3%,u,10%,i[11.5 µM],4%,0%,-19%,-17,-15%,COC(=O)c1nc(NC(=O)C(C)(C)C)n[nH]1
-3%,5%[57.1 µM],-16%[57.1 µM],i,-17%,8%,-5%,4,-11%,CC(C)(C)OC(=O)N1CCC[C@H]1C(=O)NCc1ccc(Cl)cc1Cl
4%,50%[activator],58%[activator],-3%,-2%,1%,11%,2,-24%,COC(=O)c1cc2c(ccn2-c2ccc(F)cc2)n1Cc1cccc(OC)c1
-11%,24%,89%[activator],-2%,-3%,2%,31%,-2,-24%,CCCn1c(=N)c(C(=O)NCc2cccnc2)cc2c(=O)n3cccc(C)c3nc21
u,14%,58%[activator],-12%,7%,u,-17%,-7,-3%,CCCOc1ccc(-c2cc(C(F)(F)F)c(C#N)c(SCCC(=O)O)n2)cc1
-5%,-2%,-3%,4%,4%,4%,12%,6,-9%,CC(C)NC(=O)Cn1nnc(-c2ccc(Cl)cc2)n1
3%,9%[57.1 µM],1%[57.1 µM],-8%,1%,1%,13%,4,-19%,O=C1CC(c2ccsc2)c2ccc3ccccc3c2N1 (configuration not stated)
34%[activator],8%[57.1 µM],10%[57.1 µM],23%,-4%,-1%,28%,3,-21%,Cc1ccc(SCc2nc3ccccc3n2CC(=O)Nc2c(C)cccc2C)cc1
0%,15%[57.1 µM],7%[57.1 µM],x,3%,-3%,20%,-5,8%,COc1ccccc1CNC(=O)C1CCN(S(=O)(=O)N2CCCCC2)CC1
-4%,21%,11%,-1%,0%,1%,33%,-1,-2%,CCn1c(CC(=O)Nc2ccc(F)cc2)nnc1SCC(=O)NC1=NCCS1
35%[activator],16%,0%,-2%,-3%,12%,39%,-1,-30%,C=CCN1c2ccccc2[C@]23C[C@@H](C(=O)OC)N(C(=O)NC4CCCC4)C2=NC(C(=O)OC)=C(C(=O)OC)[C@H]13
x,x,x,-5%,6%,8%,x,-2,-28%,C[C@@H]1CCCCO[C@H](CN(C)Cc2ccc(C(F)(F)F)cc2)[C@@H](C)CN([C@H](C)CO)C(=O)c2cc(NS(=O)(=O)c3cn(C)cn3)ccc2O1
4%,20%,5%,-8%,11%,-4%,-3%,1,3%,CCOc1cc(C(=S)N2CCOCC2)ccc1OS(=O)(=O)c1ccc(NC(C)=O)cc1
-14%,-2%,-7%,3%,3%,-2%,25%,0,-14%,COC(=O)c1ccccc1NC(=O)c1c(C)oc2ncn(C)c(=O)c12
0%,-4%,-14%,i,-2%,2%,30%,3,-7%,Cc1cccc(CSC(Nc2ccc(F)cc2)=C(C#N)C#N)c1
0%,6%[57.1 µM],-2%[57.1 µM],5%,1%,0%,-1%[57 µM],-1,-7%,Cc1cc(C)c(NC(=O)CN2C(=O)CCn3nc(-c4cccn4C)cc32)c(C)c1
-4%,32%,147%[activator],-8%,5%,-10%,70%[activator],0,-27%,Cc1cc(OCC(=O)NCc2ccccn2)c2c(C)cc(=O)oc2c1
9%,11%,-5%,8%,-2%,32%[activator],132%[activator],1,-10%,CCOC(=O)c1cc(-c2ccc(OC)cc2)nn1Cc1ccccc1
2%&0%,27%&7%,7%&2%,0%,-6%&2%,8%&-11%,60%&30%[activator],-11&0,-23%&-8%,COc1cccc(CNC(=O)CCn2ccc3cc(S(=O)(=O)N4CCCC4)ccc32)c1
1%,72%[activator],197%[activator],-5%,-2%,-19%,135%[activator],3,-14%,COC(=O)C1=CN(Cc2ccc(OC)c(OC)c2)C=C(C(=O)OC)C1c1ccc(F)cc1

High-throughput results: PubChem BioAssay, National Center for Advancing Translational Sciences (NCATS)
